# Compound activity as filed in PubChem.
# D1 ag: human D1 receptor agonism. hit rate 1% among 360,000. P21728. AID 504660. HEK293 T-REx D1 cells, calcium flux, agonist mode. activation, % at 2 µM; in the data active = activation above about 30%; also: 0% is about no effect
#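 Agonism was scored from calcium flux recorded over 180 s (1 read/s) after pintool compound addition, following a 10-cycle baseline. Cells were inducible force-coupled HEK293 TREx D1, plated overnight at 30 C and loaded with no-wash calcium dye.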
# Vif-APOBEC3F blk: blocks the Vif interaction with APOBEC3F | HeLa A3F-eYFP + Vif (tagged APOBEC3F with the HIV-1 protein that degrades it), YFP fluorescence increase | Potency, µM (titrated, usually from 46.1 µM), inactives show at the highest dose activity, negative = active | hit rate 0.2% among 390,000 | AID 602313; also: potency is read from the fitted curve at half-maximal effect; % of control where 0% means no effect; nearly all actives have a fitted effect of over 65% in size
#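 HeLa cells stably expressing Vif plus C-terminally eYFP-tagged A3F were seeded, incubated overnight at 37 deg C, dosed with compound, incubated overnight again at 37 deg C. Yellow fluorescence (Ex 488/Em 500-530) reported blocked Vif-mediated A3F-eYFP degradation.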
# Vif-APOBEC3G blk: blocks the Vif interaction with human APOBEC3G; Q9HC16; HeLa A3G-eYFP + Vif (tagged APOBEC3G with the HIV-1 protein that degrades it), YFP fluorescence, overnight; Potency, µM (series often up to 46.1 µM), for inactives: at the highest dose activity, negative = active, actives largely listed as inhibitors; hit rate 0.076% among 410,000;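 also: potency is read from the fitted curve at half-maximal effect; % is scaled to controls: 0 for no effect and ±100 for the full control effect; nearly all actives have a fitted effect of over 60% in size; hits raise eYFP signal because A3G escapes Vif-driven loss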
# Target sequence (Q9HC16 whole entry, looked up): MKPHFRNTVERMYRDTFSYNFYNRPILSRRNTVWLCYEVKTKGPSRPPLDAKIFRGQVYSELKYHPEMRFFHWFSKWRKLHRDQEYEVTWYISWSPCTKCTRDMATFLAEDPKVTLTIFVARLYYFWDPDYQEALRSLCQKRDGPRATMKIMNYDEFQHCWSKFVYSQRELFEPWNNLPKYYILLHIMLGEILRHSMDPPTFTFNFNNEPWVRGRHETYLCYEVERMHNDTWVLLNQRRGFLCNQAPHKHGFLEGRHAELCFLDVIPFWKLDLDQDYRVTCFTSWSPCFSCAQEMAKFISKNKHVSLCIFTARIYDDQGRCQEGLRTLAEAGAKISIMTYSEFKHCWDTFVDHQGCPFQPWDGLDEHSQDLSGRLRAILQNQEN
#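 Read-out is eYFP fluorescence (Ex 488/Em 500-530) from Vif-expressing HeLa A3G-eYFP cells; more signal means A3G escaped Vif-mediated degradation. Cells plated overnight, compound pinned in, incubated overnight at 37 deg C.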
# RXFP1 agonist: activates the human relaxin receptor RXFP1. Q9HBX9. Potency, µM (series often up to 57.5 µM), for the others: top-dose activation, hits mostly activators. hit rate 0.3% among 370,000. HEK293T-RXFP1 cAMP TR-FRET, 30 min; response scale: percent of porcine relaxin response, buffer zero. AID 2676; also: potency is read from the fitted curve at half-maximal effect; % is scaled to controls: 0 for no effect and ±100 for the full control effect; nearly all actives have a fitted effect of over 60% in size; many of its hits are not listed in these tables
#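 HEK293T cells stably expressing RXFP1 were pretreated with the PDE4 inhibitor Ro 20174, exposed to compounds for 30 min at 37C, lysed, and cAMP was read by TR-FRET. Data normalized to buffer (basal) and 29 nM porcine relaxin (100%).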
# D1 PAM: human D1 dopamine receptor positive modulation; HEK293 TREx D1 cells, calcium flux, dopamine EC20 potentiation; hit rate 0.036% among 360,000; potentiation, % at 10 µM; AID 504651; P21728; in the data active = potentiation above about 30%; also: 0% is about no effect
# D2 potentiator: D2 dopamine receptor (human) potentiation | AID 485347 | hit rate 0.34% among 340,000 | HEK293 T-REx D2, calcium flux, EC20 dopamine potentiation | P14416 | potentiation, % at 10 µM;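 active = potentiation over 3 SD above the plate norm, cut at about 30% in these data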; also: 0% is about no effect
# Target sequence (P14416 whole entry, looked up): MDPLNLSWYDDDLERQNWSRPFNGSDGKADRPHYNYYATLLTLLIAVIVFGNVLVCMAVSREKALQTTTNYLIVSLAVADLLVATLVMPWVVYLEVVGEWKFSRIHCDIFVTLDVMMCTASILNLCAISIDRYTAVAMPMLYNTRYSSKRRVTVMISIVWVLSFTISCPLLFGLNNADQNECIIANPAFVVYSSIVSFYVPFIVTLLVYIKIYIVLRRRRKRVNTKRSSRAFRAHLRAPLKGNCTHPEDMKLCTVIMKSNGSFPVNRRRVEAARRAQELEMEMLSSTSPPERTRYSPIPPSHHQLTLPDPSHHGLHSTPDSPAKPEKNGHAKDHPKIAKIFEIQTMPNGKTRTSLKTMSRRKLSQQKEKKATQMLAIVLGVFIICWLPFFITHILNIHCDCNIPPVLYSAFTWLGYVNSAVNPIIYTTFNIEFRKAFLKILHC
#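 Using a no-wash calcium dye in inducible, force-coupled HEK293 Trex cells expressing D2, we tracked fluorescence each second for 180 s after compound, then for 180 s after EC20 dopamine to detect augmented signalling.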
# LDHA inh: inhibitors of human lactate dehydrogenase A; activity change, % (values are at about 110 or 230 µM); purified LDHA, NADH/diaphorase-resazurin fluorescence; active compounds read low; hit rate 0.15% among 480,000; in the data active = activity change below about -30%; inconclusive = mostly about -25% to -30%;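 also: plate controls were DMSO wells for no effect and wells without enzyme for full effect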
#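 Remaining NADH was detected by diaphorase (0.133 mg/mL) converting 37 µM resazurin to fluorescent resorufin, read at 0 and 20 minutes. The preceding 5-minute room-temperature reaction used 2 nM LDHA, 0.2 mM sodium pyruvate and 0.06 mM NADH at pH 7.4.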
# Glioma ERSR ind: inducers of ER stress response in human glioma cells; hit rate 0.02% among 420,000; AID 602332; U87-MG GRP78 promoter luciferase reporter, 16 h; Potency, µM, inactives show at the top dose activation, usual class: activators; also: potency is read from the fitted curve at half-maximal effect; series mostly up to about 76 µM; % of control where 0% means no effect; nearly all actives have a fitted effect of over 35% in size
#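 Stably transfected U87-MG human glioma cells carrying a GRP78-based luminescent sensor were seeded at 1000 cells/well, pin-dosed with compounds and incubated 16 h. Luciferase reagent was then added, and end-point luminescence was read after 10 min at room temperature.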
# D1 antagonist: blocks dopamine activation of the human D1 receptor. HEK293 TREx D1 cells, calcium flux, dopamine EC80; active compounds read low. P21728. hit rate 3.2% among 360,000. AID 504652. activity change, negative = inhibition, % at 10 µM; in the data active = activity change below about -30%; also: % is scaled to controls: 0 for no effect and ±100 for the full control effect
#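 Tetracycline-induced HEK293 Trex D1 cells, force-coupled to calcium, dye-loaded; compounds added and read 180 s, then EC80 dopamine added and calcium flux tracked kinetically another 180 s.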
# The depositor's hits bear a star; ? = inconclusive; . = not tested or not shown; & = joins results of further samples. Unless noted, calls follow the shape of the dose curve; as a rule, active = well fitted curve in the direction sought with a large enough effect; inconclusive = small, poorly fitted or top-dose-only effect, or another doubt; inactive = no such curve, though single readings can be large; an effect the other way counts as inactive or inconclusive. Some of the compounds tested (hit frequency here may not be typical).
SMILES,D1 ag,Vif-APOBEC3F blk,Vif-APOBEC3G blk,RXFP1 agonist,D1 PAM,D2 potentiator,LDHA inh,Glioma ERSR ind,D1 antagonist
Cc1ccc(CCNC(=O)CCNS(=O)(=O)c2ccc3c(c2)oc(=O)n3C)cc1,2,-11%,1%,0.8%,1,-11,-4,-4%,-16
CCOc1ccc(NC(=O)Cn2nc(-c3ccccc3Cl)n(CC)c2=S)cc1,3,3%,-1%,0.3%,-4,-4,0,-3%,-23
Cc1cc(C)c2cc(CN(CCO)C(=O)Nc3ccc(Cl)cc3)c(=O)[nH]c2c1,2,2%,-12%,4.0%,14,11,2,-3%,5
COc1ccc(N2CCN(S(=O)(=O)CCNC(=O)Cc3ccc(OC)c(OC)c3)CC2)cc1,0,0%,12%,1.4%,0,2,1,-1%,10
COc1ccc(OCC(=O)Nc2c(C(=O)N3CCC(N4CCCCC4)CC3)oc3ccccc23)cc1,1,1%,4%,3.0%,-2,14,-19&-1,3%,7
COc1ccc(CCNC(=O)CN(c2ccc(OC)c(OC)c2)S(C)(=O)=O)cc1OC,3,7%,-7%,-0.5%,0,8,-3,-6%,0
CCOC(=O)c1sc(N/N=C/c2cccc(C)c2)nc1C,3,-3%,-1%,3.3%,1,-1,-3,1%,30
CCCNC(=O)c1onc(CS(=O)(=O)c2cc(C)cc(C)c2)c1C(=O)NCCC,.,2%,-3%,.,.,.,1,-3%,.
COc1c(Br)cc(C(N)=O)cc1OCc1ccccc1,5,-2%,-6%,-0.1%,0,1,1,-3%,-1
COc1ccccc1CN1CC(C(=O)NCCc2ccc(Cl)cc2)CC1=O (configuration not stated),0,4%,-1%,-1.5%,1,-7,-2,-2%,3
COC(=O)C1CCN(C(=O)CC(NC(=O)C(F)(F)F)c2cccs2)CC1 (configuration not stated),1,-4%,0%,-0.6%,-2,15,-4,-1%,5
O=C(Nc1c2c(nn1-c1ccc(Cl)cc1)CS(=O)(=O)C2)c1cccc(F)c1,0,3%,0%,3.5%,3,9,7,-4%,-29
CCC(=O)N1CCN(C(=O)CC)C1c1ccccc1,2,1%,0%,1.7%,-7,-5,0,1%,2
O=C(c1ccc(Cn2c(=O)[nH]c3ccccc3c2=O)cc1)N1CCN(c2ccccc2)CC1,7,5%,-6%,-0.7%,-1,11,-2,3%,14
COc1cc2nc(CN3CCN(S(=O)(=O)c4ccccc4[N+](=O)[O-])CC3)[nH]c(=O)c2cc1OC,.,-2%,4%,.,.,.,1,-7%,.
Clc1ccc(CSc2nnc(-c3cccnc3)n2Cc2ccco2)c(Cl)c1,7,-5%,-1%,-1.2%,-8,3,0,-4%,-11
C[n+]1cc(-c2ccccc2)n2c1CCCCC2,0,-9%,1%,0.6%,-7,6,?,-4%,-1
C[C@@H]1CN([C@H](C)CO)C(=O)CCCn2cc(nn2)CO[C@H]1CN(C)C(=O)Nc1ccc2c(c1)OCCO2,.,-2%,-5%,.,.,.,7,4%,.
CC(=O)N/C(=C\c1ccccc1)C(=O)NC(C)C(=O)O (configuration not stated),3,-14%,-1%,-0.5%,15,1,-2,-4%,4
C=CCn1c(SCc2ccc(C(=O)NCCO)cc2)nc2ccccc2c1=O,2,-2%,-3%,0.7%,-2,2,-2,1%,-5
CCCCn1c(SCC(=O)c2c(N)n(C3CC3)c(=O)[nH]c2=O)nc2cc(S(N)(=O)=O)ccc21,6,4%,2%,0.3%,1,5,-11,-6%,3
Cc1ccc(S(=O)(=O)N(C)CC(=O)OCC(=O)c2ccc3c(c2)NC(=O)CO3)cc1,.,-14%,-2%,.,.,.,-1,-6%,.
Cn1cccc1C(=O)OCC(=O)Nc1sccc1C#N,.,-1%,-12%,.,.,.,-2,-2%,.
CCOc1ccc(N2CC(C(=O)NCCCN3CCOCC3)CC2=O)cc1 (configuration not stated),2,.,5%,-0.5%,-3,4,-6,-2%,-9
COc1ccc(NC(=S)N(CCCN2CCC(C)CC2)Cc2cccs2)cc1,15,4%,5%,0.2%,-7,.,-6,-2%,-1
SMILES,D1 ag,Vif-APOBEC3F blk,Vif-APOBEC3G blk,RXFP1 agonist,D1 PAM,D2 potentiator,LDHA inh,Glioma ERSR ind,D1 antagonist
O=C1OC(c2ccccc2)C(O)=C1c1ccccc1 (configuration not stated),.,6%,0%,.,.,.,-2,-2%,.
COc1ccc(C(=O)NC(=S)Nc2ccc(N3CCN(C(C)=O)CC3)cc2)cc1[N+](=O)[O-],5,-7%,-3%,-15%,4,7,-6,-4%,-1
Cc1ccc(N2CCN(c3ccc(C)cc3)C2c2ccncc2)cc1,4,-1%,-6%,0.7%,0,2,-4,-3%,10
Cc1ccc(N2CCN(C(=O)c3cn(CC4CCCCC4)nn3)C(C)C2)cc1 (configuration not stated),.,-1%,9%,.,.,.,1,-5%,.
CCOC(=O)N1CCC(N2CCCC(CO)(Cc3cccc(Cl)c3)C2)CC1 (configuration not stated),3,4%,0%,0.1%,0,-12,-2,-3%,-10
O=C(COC(=O)CCc1nc2ccccc2s1)Nc1cccc(S(=O)(=O)N2CCOCC2)c1,4,-3%,-1%,-0.2%,-7,-2,0,-4%,-44*
Cc1cc(Cn2nnc3ccccc32)c(O)c(C(C)(C)C)c1,8,-7%,-5%,-0.4%,-9,4,1,-3%,-28
C=CC(C)(C)c1[nH]cnc1/C=C1\NC(=O)C(C(C)C)NC1=O (configuration not stated),0,-13%,?,0.0%,-6,6,1,-4%,-2
O=C(Nc1ccccc1)NC1(C(=O)NCc2ccc3c(c2)OCO3)CCCCC1,1,-1%,-6%,2.6%,-1,4,2,-2%,5
N#Cc1c(N2C(=O)C3C4C=CC(C4)C3C2=O)sc2c1CCC2 (configuration not stated),3,.,-1%,1.6%,-1,-9,2,-3%,7
O=Cc1cccc(OC(=O)Nc2ccccc2)c1,.,-11%,3%,.,.,.,-10,6%,.
O=C(Nc1ccc2oc(-c3ccncc3)nc2c1)c1ccc([N+](=O)[O-])o1,6,0%,?,3.1%,.,-4,1,?,-28
CN(C)/C=N/c1cc(=O)[nH]c(=O)n1CC1CC1,-2,-4%,2%,4.5%,0,-1,-9,-6%,8
Cc1ccccc1C(=O)Nc1ccccc1C(=O)NC1CC1,1,3%,0%,-2.9%,-3,13,1,0%,16
N#Cc1ccccc1S(=O)(=O)N1CCN(C(=O)[C@H](Cc2ccccc2)NC(=O)c2ccco2)CC1,0,9%,2%,0.4%,-10,-4,-7,-1%,-34*
COC(=O)c1sccc1NC(=O)Nc1cc(OC)ccc1OC,1,0%,-3%,0.0%,-3,-5,0,-4%,-22
N#Cc1cn(CC(=O)NCc2cccnc2)c2ccccc12,-1,-9%,1%,0.6%,-3,-1,-9,-3%,1
Cc1ccc2nc(COC(=O)CNC(=O)c3ccccc3)cn2c1,1,1%,0%,-0.5%,1,4,-6,-2%,-16
COc1ccc(N2CCN(CCCNC(=O)c3ccc(CS(=O)(=O)c4ccc(Cl)cc4)o3)CC2)cc1,11,8%,1%,0.0%,-15,.,2,-6%,-29
COc1ccc(-c2cc(C(F)(F)F)n3ncc(C(=O)Nc4c(C)n(C)n(-c5ccccc5)c4=O)c3n2)cc1,1,.,.,-0.6%,5,2,.,.,-1
COc1ccc(C(CC(=O)c2ccccc2)S(=O)(=O)c2ccccc2)cc1 (configuration not stated),3,-20%,2%,0.1%,0,1,-3,8%,1
Cc1ccc(S(=O)(=O)Nc2c(C(=O)O)[nH]c3ccccc23)c(C)c1,-1,5%,-1%,3.0%,-6,-9,-2,7%,9
O=C(C1=C[C@H](c2ccc(C(F)(F)F)cc2)C[C@H](OCCCCO)O1)N1CCN(Cc2ccc3c(c2)OCO3)CC1,6,-3%,0%,-0.5%,-4,6,-1,1%,-24
O=C(NN1C(=O)c2ccccc2NC1c1ccc([N+](=O)[O-])o1)c1ccc(Br)cc1 (configuration not stated),-1,-17%,?,12%,-1,.,-3,?,4
Cc1ccccc1NC(=O)C1CCCN1S(=O)(=O)c1ccc2c(c1)n(C)c(=O)c(=O)n2C (configuration not stated),-1,2%,-3%,5.3%,2,1,-2,-3%,-16
SMILES,D1 ag,Vif-APOBEC3F blk,Vif-APOBEC3G blk,RXFP1 agonist,D1 PAM,D2 potentiator,LDHA inh,Glioma ERSR ind,D1 antagonist
Cc1cccc(Oc2ccc(NC(=O)c3ccccc3C(=O)O)cc2)c1C,2,-7%,0%,-0.8%,-2,6,-3,5%,-13
CCOC(=O)c1c(C)oc2cc(Br)c(OCC(N)=O)cc12,2,2%,1%,3.8%,-2,1,-4,-3%,0
CCCc1cc(C(=O)Nc2cccnc2)no1,1,-22%,0%,1.4%,-5,-21,-2,-3%,-5
CC(C)C(=O)NC(=S)Nc1ccc(S(=O)(=O)N2CCN(C)CC2)cc1,1,-16%,4%,0.3%,4,3,-2,-4%,-2
CCOC(=O)c1[nH]c(C)c(C(=O)OCC(=O)N2c3ccccc3CC2C)c1C (configuration not stated),2,1%,1%,0.1%,0,4,0,2%,7
Cc1ccc(NC(=O)Cn2cncc2-c2ccc([N+](=O)[O-])cc2)cc1C,0,2%,-11%,1.6%,-4,-27,1,-6%,6
COc1ccc(CNC(=O)[C@H](C)NC(=O)C2CCN(S(=O)(=O)c3ccc(F)cc3)CC2)cc1,0,-8%,-1%,-0.4%,-5,-3,0,4%,12
CCOC(=O)c1ccc(Oc2nc(N(C)C)nc(N(C)C)n2)cc1,7,3%,-4%,1.1%,-5,3,-3,-3%,17
Cc1nn(-c2ccccc2)nc1C(=O)Nc1nnc(C(F)(F)F)s1,18,13%,-4%,7.9%,-3,4,-5,-2%,-13
COc1cc([N+](=O)[O-])ccc1NC(=O)COC(=O)c1c[nH]c(=O)[nH]c1=O,.,3%,-3%,.,.,.,-2,-4%,.
